Screens (PubChem BioAssay)
Pf apPOL block: Pf-apPOL DNA polymerase inhibition | Recombinant Pf-apPOL, molecular beacon fluorescence, 1.5 h | inhibition, % at 10 µM | actives 0.25% (n = 210,000) | AID 1794808
mHTT CaM bind: mHTT-calmodulin interaction abrogation; AlphaScreen His-mHTT/GST-CaM binding, luminescence; actives 3.6% (n = 190,000); inhibition, % at 15 µM;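 also: 0% = both proteins with DMSO and 100% = one protein alone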
Starred values were filed as active, the others as inactive; i = inactive; . = not tested or not shown; & = joins results of further samples. Rule as the data show it: active = inhibition above about 50%; inactive = the rest. Only part of the results is shown; count on the stated rates, not on these rows.

Below each compound: Pf apPOL block | mHTT CaM bind
[1] CCCN(CCC)S(=O)(=O)c1ccc(C(=O)N2CCC3c4ccccc4C(=O)N3C2)cc1 (stereo unspecified)
  3 | .
[2] CCc1nnc(-c2cccn2CC(=O)Nc2ccc(Cl)cc2C)o1
  -2 | -8
[3] CC1=NN(C(=S)c2ccc(C)cc2)C(C)(O)C1CC(C)C (stereo unspecified)
  . | 76*
[4] Cc1ccc(OCC(=O)NC2CCCC2)cc1C
  -39 | -5
[5] COC(=O)C(C)Oc1ccc2c(c1)OC(=Cc1ccc(C(C)C)cc1)C2=O (stereo unspecified)
  -4 | 9
[6] C/C(=N\OCO/N=C(\C)c1ccc([N+](=O)[O-])cc1)c1ccc([N+](=O)[O-])cc1
  5 | i
[7] O=S(=O)(NCCC1=CCCCC1)c1ccc2nc(-c3ccccc3)[nH]c2c1
  4 | 42
[8] Fc1ccccc1CN1CCCCC1c1nc(-c2ccncc2)no1 (stereo unspecified)
  5 | -7
[9] CCc1ccc(C(=O)CSc2nnc(-c3cccc(Br)c3)o2)cc1
  -3 | -2
[10] COC[C@@H]1CCCN1c1ccc2c(c1)O[C@H]1CCN(C1)S2(=O)=O
  1 | -5
[11] COCCN1C(=O)CCC2(CNC(=O)c3ccc(C)nc3)CCCC12 (stereo unspecified)
  -2 | -12
[12] CCN1C(=O)c2cccnc2Sc2cc(NC(C)=O)ccc21
  0 | 0
[13] Cc1ccnc(N2CCCC(C(=O)NCc3ccc(F)cc3)C2)n1 (stereo unspecified)
  -2 | -6
[14] CCCCC(=O)Nc1ccc(NC(=O)c2ccc(C)c([N+](=O)[O-])c2)cc1OC
  0 | -3
[15] Nc1ccc(C(=O)c2ccc(F)cc2)cc1
  -15 | -3
[16] OC(CNC1CCCC1)Cn1c2c(c3cccc(Cl)c31)CCCC2 (stereo unspecified)
  -4 | 15
[17] O=C(Nc1ccc2c(c1)CCCN2S(=O)(=O)c1ccccc1)OCc1ccccc1
  1 | -15
[18] CCN(C)c1cc(Oc2ccc(C)cc2OC)ncn1
  -17 | -1
[19] COc1ccc(C2C(=O)N(C3CCCCCC3)CC(=O)N2C2CC2)cc1OC (stereo unspecified)
  -14 | 2
[20] CC(C)c1ccc(CN(CCO)CCO)cc1
  -1 | -3
[21] O=C(c1ncn[nH]1)N1CCN(c2ccc([N+](=O)[O-])c(NCc3ccc(Cl)cc3)c2)CC1
  9 | 44
[22] O=C(CSc1nccn1-c1ccc(Cl)cc1)Nc1cccc(C(F)(F)F)c1
  -9 | 46
[23] COc1ccc(CNC(=O)C2c3ccccc3CCN2C(C)=O)cc1 (stereo unspecified)
  -1 | 2
[24] CC(=O)NS(=O)(=O)c1ccc(NC(=O)COc2ccccc2C)cc1
  -7 | 2
[25] COc1ccc(N2CCN(C(=O)CN(c3ccc(Cl)cc3)S(C)(=O)=O)CC2)cc1
  -2 | 15
[26] Cc1ccc(-c2ncc(NC(=O)c3ccc(Cl)s3)cn2)cc1
  3 | 3
[27] O=C(CSc1nc2ccccc2[nH]1)Nc1nncs1
  6&-4 | 6&-2
[28] Cc1cc(C)n(-c2cc(NCCNC(=O)C3CCCO3)ncn2)n1 (stereo unspecified)
  -2 | -1
[29] COCCN1C(=O)C(=O)C(=C(O)c2ccc(OC)c(C)c2)C1c1ccc(F)cc1 (stereo unspecified)
  2 | -5
[30] Cc1ccc(NC(=O)c2cc([N+](=O)[O-])ccc2NCc2cccnc2)cc1
  2 | 6
[31] COc1cccc(NC(=O)c2ccccc2Br)c1
  1 | -12
[32] Cc1cc(C(=O)Nc2ccc3c(c2)C(=O)N(C)CCO3)c(C)o1
  -5 | -17
[33] O=C(CCCCC(=O)NN1C(=O)C2C3C=CC(C3)C2C1=O)NN1C(=O)C2C3C=CC(C3)C2C1=O (stereo unspecified)
  -8 | -1
[34] O=C(CN1CCN(C(=O)Nc2ccccc2)CC1=O)NCc1ccccc1Cl
  -3 | -2
[35] COCc1cc(=O)[nH]c(SCC(=O)Nc2ccc(Br)cc2)n1
  -2 | 4
[36] COc1cccc(-c2nc(=S)c3c(n2CCCO)CCCC3)c1
  -8 | 0
[37] CC1=C(C(=O)Nc2ccccc2F)C(c2cccnc2)C2=C(CCCC2=O)N1 (stereo unspecified)
  -5 | 0
[38] Nc1cc(C2CCN(C(=O)Nc3cccc(F)c3)CC2)no1
  -4 | -8
[39] O=C(c1cccc(Cl)c1)N1CCCN(Cc2noc(-c3ccccc3)n2)CC1
  -2 | 6
[40] COc1cccc(NC(=O)c2ccc(C)o2)c1
  3 | 2
[41] CSc1sc(C)cc1C1C(C(=O)Nc2cc(C)ccn2)=C(C)NC2=C1C(=O)CC(C)(C)C2 (stereo unspecified)
  -2 | 11
[42] O=C(c1ccc(F)cc1F)N1CCC(Cc2nnc(-c3ccccc3)o2)CC1
  -3 | 13
[43] CCC(=O)NCc1csc(C2CCN(C(=O)C3CCCC3)CC2)n1
  -6 | -4
[44] O=C1CC(c2nc(-c3ccccc3Cl)no2)CN1Cc1ccc(F)cc1F (stereo unspecified)
  -10 | -14
[45] CCSc1nc2ccc(NC(=O)c3ccccc3C(=O)N3CCOCC3)cc2s1
  -11 | 23

Sorted by SMILES length (falling): some entries from above.
Below each compound: Pf apPOL block | mHTT CaM bind
[33] O=C(CCCCC(=O)NN1C(=O)C2C3C=CC(C3)C2C1=O)NN1C(=O)C2C3C=CC(C3)C2C1=O (stereo unspecified)
  -8 | -1
[41] CSc1sc(C)cc1C1C(C(=O)Nc2cc(C)ccn2)=C(C)NC2=C1C(=O)CC(C)(C)C2 (stereo unspecified)
  -2 | 11
[25] COc1ccc(N2CCN(C(=O)CN(c3ccc(Cl)cc3)S(C)(=O)=O)CC2)cc1
  -2 | 15
[29] COCCN1C(=O)C(=O)C(=C(O)c2ccc(OC)c(C)c2)C1c1ccc(F)cc1 (stereo unspecified)
  2 | -5
[30] Cc1ccc(NC(=O)c2cc([N+](=O)[O-])ccc2NCc2cccnc2)cc1
  2 | 6
[37] CC1=C(C(=O)Nc2ccccc2F)C(c2cccnc2)C2=C(CCCC2=O)N1 (stereo unspecified)
  -5 | 0
[39] O=C(c1cccc(Cl)c1)N1CCCN(Cc2noc(-c3ccccc3)n2)CC1
  -2 | 6
[42] O=C(c1ccc(F)cc1F)N1CCC(Cc2nnc(-c3ccccc3)o2)CC1
  -3 | 13
[45] CCSc1nc2ccc(NC(=O)c3ccccc3C(=O)N3CCOCC3)cc2s1
  -11 | 23
[34] O=C(CN1CCN(C(=O)Nc2ccccc2)CC1=O)NCc1ccccc1Cl
  -3 | -2
[24] CC(=O)NS(=O)(=O)c1ccc(NC(=O)COc2ccccc2C)cc1
  -7 | 2
[43] CCC(=O)NCc1csc(C2CCN(C(=O)C3CCCC3)CC2)n1
  -6 | -4
[26] Cc1ccc(-c2ncc(NC(=O)c3ccc(Cl)s3)cn2)cc1
  3 | 3
[36] COc1cccc(-c2nc(=S)c3c(n2CCCO)CCCC3)c1
  -8 | 0
[27] O=C(CSc1nc2ccccc2[nH]1)Nc1nncs1
  6&-4 | 6&-2
[31] COc1cccc(NC(=O)c2ccccc2Br)c1
  1 | -12

Following part
Below each compound: Pf apPOL block | mHTT CaM bind
[46] N/C(=N\OC(=O)c1ccc([N+](=O)[O-])cc1Cl)c1ccc([N+](=O)[O-])cc1
  -3 | i
[47] C#CCNC(=O)C1CC(=O)N(Cc2ccc(OC(F)(F)F)cc2)C1 (stereo unspecified)
  -8 | 0
[48] CC1=C(C(=O)Nc2ccc(C)cn2)C(c2ccc3c(c2)OCO3)C2=C(CC(C)(C)CC2=O)N1 (stereo unspecified)
  2 | 11
[49] COc1cccc(/C=C2/N=C(c3cc(Cl)ccc3Cl)OC2=O)c1OC
  -6 | 2
[50] O=C(NCc1ccco1)c1cnn2c(C(F)(F)F)cc(-c3ccc(Br)cc3)nc12
  -2 | 35
[51] c1ccc(C(CCNCc2ccc3c(c2)OCO3)c2ccco2)cc1 (stereo unspecified)
  2 | 7
[52] Cc1cc2nc(CN3CCN(c4cccc(C)c4C)CC3)c(=O)[nH]c2cc1C
  -2 | -5
[53] CC(C)C(=O)Nc1ccc(-c2nc3cc(C(C)C)ccc3o2)cc1
  -7 | 12
[54] COCc1c(C(=O)O)nnn1-c1ccccc1F
  0 | -2
[55] O=C(NC1CCCCCC1)N1CCOCC1
  . | -8
[56] C=CC[n+]1c(N)sc2cc(SC)ccc21
  0 | -13
[57] O=C(Nc1nnc(C2CC(=O)N(c3ccccc3)C2)o1)c1cc(=O)c2ccccc2o1 (stereo unspecified)
  0 | 7
[58] COc1ccccc1CNCc1cccc(C(F)(F)F)c1
  -1 | -9
[59] C=C1C[C@H]2[C@@H]3CCC4=CC(=O)CC[C@@H]4[C@H]3CC[C@]2(C)[C@@]1(OC(C)=O)C(C)=O
  0 | .
[60] COc1ccc(Nc2ncc3c(n2)CCN(Cc2cccc(C)c2)C3)c(OC)c1
  -8 | 9

Compound profiles, as listed above.
C#CCNC(=O)C1CC(=O)N(Cc2ccc(OC(F)(F)F)cc2)C1 (stereo unspecified) reads Pf apPOL block: -8; mHTT CaM bind: 0
C=C1C[C@H]2[C@@H]3CCC4=CC(=O)CC[C@@H]4[C@H]3CC[C@]2(C)[C@@]1(OC(C)=O)C(C)=O reads Pf apPOL block: 0; mHTT CaM bind: .

Next entries follow.
Below each compound: Pf apPOL block | mHTT CaM bind
[61] COc1ccc(-c2c(C)c3cc(OCc4ccc([N+](=O)[O-])cc4)ccc3oc2=O)cc1
  -10 | -2
[62] COc1ccccc1N1CCN(C(=O)c2ccc(C)cc2)CC1
  0&-4&-2 | 0
[63] CC1(C)CC(=O)C2=C(C1)Nc1ccccc1N(C(=O)C(F)(F)F)C2c1cccnc1 (stereo unspecified)
  63* | 4
[64] CC(=O)Nc1nc([N+](=O)[O-])c(SCC(=O)O)s1
  -4 | 7
[65] CCn1c2ccccc2c2cc(/C=C/[N+](=O)[O-])ccc21
  -1 | -12
[66] CCOc1ccccc1NC(=O)C1Oc2ccccc2OC1C (stereo unspecified)
  -4 | -25
[67] O=C(c1ccccn1)N1CCC2(CC1)Nc1cccnc1NC2=NCc1ccccc1
  -1 | 9
[68] COc1ccc(-c2cc(C(F)(F)F)n3ncc(C(=O)NCc4ccco4)c3n2)cc1
  -5 | -6
[69] Fc1ccc(C2CC(c3cc(Br)ccc3F)n3ncnc3N2)cc1 (stereo unspecified)
  -8 | 12
[70] CC(C)Nc1nc(-c2ccc([N+](=O)[O-])cc2)nc2ccccc12
  -1 | 12
[71] CCn1ccc(C(=O)N2CCc3[nH]nc(-c4ccc(F)cc4)c3C2)n1
  -7 | 11
[72] CN(C)c1ccc(-c2noc(C(=O)NC3CCCCC3)n2)cc1
  -2 | -7
[73] Cc1ccc2c(c1)nc(-c1ccc(O)cc1)n2Cc1ccc(O)cc1
  -5 | 32
[74] CCCN(Cc1ccsc1)S(=O)(=O)CCC
  -5 | -22
[75] CC1CC(C)CN(C(=O)C(=O)c2c[nH]c3ccccc23)C1 (stereo unspecified)
  -6 | -4
[76] Cc1ccc(-c2cc(CN(C(=O)NC(C)C)C(C)C)no2)c(C)c1
  -6 | 1
[77] CCC(=O)c1ccc(OCC(O)COc2ccc(C(=O)CC)cc2OC)c(OC)c1
  -8 | 23
[78] CC(NC(=O)c1cnn2c(-c3ccccc3)ccnc12)c1ccccc1 (stereo unspecified)
  -4 | -20
[79] CC(NC(=O)c1ccc2ncnc(N3CCCC3)c2c1)c1ccc(F)cc1 (stereo unspecified)
  8 | 0
[80] NC(=O)c1ccccc1NC(=O)c1ccccc1[N+](=O)[O-]
  -4 | 2
[81] CC1Cn2c(nnc2C23CC4CC(CC(C4)C2)C3)S1 (stereo unspecified)
  . | -3
[82] O=C(O)C1CCCCN1S(=O)(=O)c1ccc(Br)cc1 (stereo unspecified)
  0 | -3
[83] CS(=N)(=O)c1ccc(Oc2ccc([N+](=O)[O-])cn2)cc1 (stereo unspecified)
  2 | .
[84] Cn1ccnc1Sc1ccc([N+](=O)[O-])cc1
  -8 | -3
[85] COc1ccc(O)c(C=Nc2c(C)n(C)n(-c3ccccc3)c2=O)c1
  -1 | 20
[86] Cc1cccc(C(=O)N2CCCC(C(=O)NCc3ccc(Cl)cc3)C2)c1 (stereo unspecified)
  -17 | 39
[87] CCCNc1cc(N2CCCC(CCC(=O)N(C)CCc3ccncc3)C2)ncn1 (stereo unspecified)
  -5 | 3
[88] Cc1cc(-n2nnc(C(=O)Nc3cccc(F)c3)c2-c2cccnc2)ccc1F
  0 | -7
[89] C1=CC2C(C1)C1CC2C2N=NN(c3ccccc3)C12 (stereo unspecified)
  1 | -11
[90] COc1ccc(C2C(C)C3(N)NC(=O)C(C#N)(C3C)C2(C#N)C#N)cc1 (stereo unspecified)
  0 | 1
[91] CN1C(=O)C(=O)C(=C(O)c2ccccc2)C1c1ccccc1F (stereo unspecified)
  -9 | -1
[92] COc1cc(OC)c(OC)cc1CNc1ccc(Br)cc1C
  -2 | 76*
